# Screening data from PubChem BioAssay.
# ELG1 DNA repair: ELG1-dependent DNA repair inhibition; HEK293T ELG1-luciferase reporter, luminescence, 16 h; DNA damage induced by 5-fluorouridine; Potency, µM (highest dose often 46.1 µM), without a hit: at the highest dose activity change, negative = inhibition, hits mostly inhibitors; hit rate 2.3% among 330,000; AID 504467; also: potency is read from the fitted curve at half-maximal effect; % is scaled to controls: 0 for no effect and ±100 for the full control effect; nearly all actives have a fitted effect of over 55% in size
#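 Quantitative HTS, concentration-response format. 2,000 cells/well co-treated with 5-fluorouridine and compound, 16 hr in 5% CO2 at 37 °C; ONE-Glo luminescence read after 30 min.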
# TSHR antagonist: human thyrotropin receptor antagonism | P16473 | TSHR-expressing cells, TSH-stimulated cAMP HTRF, 2 h; stronger effect = lower value | activity change, negative = inhibition, % at 11.5 µM | hit rate 0.2% among 330,000;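 active = activity change below a set negative limit, meaning inhibition stronger than a set level, cut at about -70% in these data; inconclusive = activity change between two set negative limits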; also: % is scaled to controls: 0 for no effect and ±100 for the full control effect
#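 TSHR-expressing cells, 200/well, pre-treated with compound, then stimulated with EC80 TSH (4nM final) for 2 hours at 37 deg C. cAMP measured by competitive HTRF: anti-cAMP cryptate antibody in lysis buffer plus cAMP-d2, read after 30 minutes at room temperature.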
# PTAP TSG101 blk: blocks PTAP/TSG101 interaction to inhibit HIV-1 budding; Fluorescence polarization, FITC-PTAP peptide / Tsg101 binding; Potency, µM (series often up to 115 µM), without a hit: at the highest dose activity change, negative = inhibition, hits mostly inhibitors; 340,000 tested, under 10 active; active = well fitted inhibition curve with a large enough effect in the main read-out, with a control signal flat, not every such curve was filed as active; inconclusive = small, poorly fitted or top-dose-only effect, or effect the other way, or a change in a side signal; inactive = no such curve, though single readings can be large or run the other way; also: potency is read from the fitted curve at half-maximal effect; % of control where 0% means no effect
#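 Fluorescence polarization binding of Tsg101 binding domain (10 uM final) to FITC-labeled PTAP peptide (50 nM final) in HEPES pH 7.5 buffer with NaCl, Tween 20, EDTA, TCEP. Compounds added before peptide; binding 20 min at RT.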
# a7 integrin act: activators of alpha7 integrin expression for muscular dystrophy. alpha7betagal myoblasts, beta-gal FDG fluorescence, 48 h. Potency, µM (top dose mostly 38.3 µM), inactives show at the highest dose activation, most hits filed as activators. hit rate 0.064% among 350,000. AID 624291;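 also: potency is read from the fitted curve at half-maximal effect; 100% = response of the positive control SU9516; nearly all actives have a fitted effect of over 60% in size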
#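 Alpha7betagal+/- myoblasts (passage 13) were plated 16-24 hr, then exposed to compounds (1:260 dilution of DMSO stock) for 48 hours at 37C. After MPER lysis, β-galactosidase reporter activity was read as FDG fluorescence (ex 480/em 540) after 30 minutes.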
# TCR activator: T cell receptor activation. Potency, µM (doses to about 9.22 µM), without a hit: at the top dose activation of IL-2 secretion, hits mostly activators. 330,000 tested, under 10 active. AID 504894. primary human leukocytes, anti-CD3, IL-2 HTRF, 48 h; also: % of control where 0% means no effect
#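 Human primary leukocytes + a-CD3 beads + cpd, 48 hr; IL-2 in supernatant by HTRF (ex 320nm / em 665nm). No co-stimulatory signal supplied.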
# Eya2 phos inh: Eya2 (human) phosphatase inhibition | recombinant Eya2, OMFP fluorescence dephosphorylation (OMFP is methylfluorescein phosphate) | Potency, µM (doses to about 76.9 µM), for inactives: at the highest dose activity, negative = inhibition, hits mostly inhibitors | hit rate 0.006% among 330,000 | AID 488837; also: potency is read from the fitted curve at half-maximal effect; % is scaled to controls: 0 for no effect and ±100 for the full control effect
# Target sequence (O00167 whole entry, looked up): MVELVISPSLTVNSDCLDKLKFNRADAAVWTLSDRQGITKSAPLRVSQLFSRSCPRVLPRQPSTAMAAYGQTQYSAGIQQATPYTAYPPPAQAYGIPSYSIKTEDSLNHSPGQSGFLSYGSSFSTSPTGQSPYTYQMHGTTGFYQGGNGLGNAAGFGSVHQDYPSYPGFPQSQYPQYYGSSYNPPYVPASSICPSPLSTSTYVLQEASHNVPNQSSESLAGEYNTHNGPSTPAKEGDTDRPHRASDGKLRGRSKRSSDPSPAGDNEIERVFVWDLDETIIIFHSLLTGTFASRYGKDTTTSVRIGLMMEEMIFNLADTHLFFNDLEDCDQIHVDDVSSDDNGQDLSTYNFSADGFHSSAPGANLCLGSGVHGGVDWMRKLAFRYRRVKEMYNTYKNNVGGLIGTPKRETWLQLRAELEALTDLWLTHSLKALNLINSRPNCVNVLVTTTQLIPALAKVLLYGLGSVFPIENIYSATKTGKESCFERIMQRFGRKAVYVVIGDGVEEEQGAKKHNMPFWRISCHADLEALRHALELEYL
#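 Eya2 protein (added as 0.2 uM solution) was preincubated with compound for 10 min at ambient temperature in 50 mM HEPES pH 7.5, 50 mM NaCl, 5 uM MgCl2, 0.05% BSA, 1 mM DTT. OMFP (added at 50 uM) then reacted 10 min; fluorescence read at 485/525 nm.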
# AT treatment: potential ataxia-telangiectasia treatment. hit rate 0.19% among 320,000. Potency, µM (titrated, usually from 57.5 µM), inactives show at the highest dose activation, actives largely listed as activators. […] A-T fibroblasts, KAP-1 phosphorylation AlphaLISA; neocarzinostatin DNA damage 30 min before lysis; also: potency is read from the fitted curve at half-maximal effect; % of control where 0% means no effect; nearly all actives have a fitted effect of over 45% in size
#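 hTERT-immortalized A-T patient fibroblasts ([…]), 500 cells/well in OPTI-MEM, 1% FBS, got compounds for 60 min, then NCS for 30 min at 37C. Lysates were then assayed for phospho-KAP-1 by AlphaLISA (anti-pKAP1 donor, anti-KAP1 acceptor beads), 6 hr at 25C.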
# S-ASM inh: blocks human secretory acid sphingomyelinase; placental ASM, HMU-PC fluorogenic substrate, 60 min; hit rate 0.006% among 340,000; P17405; Potency, µM (titrated, usually from 57.5 µM), without a hit: at the top dose activity change, negative = inhibition, most hits filed as inhibitors; also: potency is read from the fitted curve at half-maximal effect
#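 Fluorogenic HMU-PC substrate (9 uM final) is turned over by placental ASM in 60 min at 37 C after a 10 min compound preincubation. Reaction ended by alkaline stop (pH 10), with fluorescence read at 386/447 nm.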
# Chronic BCR inh: chronic active BCR signaling inhibition; ABC-DLBCL IkBa-CBG/CBR reporter, luminescence ratio, 4 h; Potency, µM (series often up to 46.1 µM), for inactives: at the top dose ratio change, negative = lower green/red ratio, hits mostly inhibitors; hit rate 0.05% among 340,000; active = well fitted inhibition curve with a large enough effect in the signal ratio, with a control signal flat, not every such curve was filed as active; inconclusive = small, poorly fitted or top-dose-only effect, or effect the other way, or a change in a side signal; the % refers to the signal ratio;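 also: potency is read from the fitted curve at half-maximal effect; plate controls were basal doxycycline-induced cells for no effect and cells given 10 µM MG132 for full effect; MG132 reads +100%, hits lower the ratio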
#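 Concentration-response series (up to 46 uM) were applied to TMD8 dual-reporter cells for 4 h at 37C with doxycycline. Green/red ratio, after filter-overlap correction, defined %Activity; red signal alone was normalised to basal cells and zero luminescence.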
# Mito fusion yeast: inhibitors of mitochondrial division or activators of mitochondrial fusion; Potency, µM (top dose mostly 46.1 µM), for the others: top-dose growth rescue (activation), hits mostly activators; AID 485298; S. cerevisiae fusion-defective mutant growth rescue, CellTiterGlo 48 h; hit rate 0.23% among 320,000;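 also: potency is read from the fitted curve at half-maximal effect; % of control where 0% means no effect; nearly all actives have a fitted effect of over 45% in size; temperature-sensitive fusion mutants such as fzo1-1 at 37 °C on non-fermentable ethanol glycerol medium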
#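 Luminescent cell viability in 1536-well qHTS format served as the measure of rescued growth in ts fusion-mutant S. cerevisiae cultured on non-fermentable YPEG for 48 hours at 37C.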
# Tb PFK block: T. brucei PFK enzyme inhibition | T. brucei PFK, ADP-Glo luminescence | Potency, µM (highest dose often 57.5 µM), for the others: at the top dose activity, negative = inhibition, actives largely listed as inhibitors | O15648 | hit rate 0.17% among 330,000;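 also: potency is read from the fitted curve at half-maximal effect; 0% = uninhibited 1x PFK enzyme wells and -100% = no-enzyme wells; nearly all actives have a fitted effect of over 60% in size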
# Target sequence (O15648 whole entry, looked up): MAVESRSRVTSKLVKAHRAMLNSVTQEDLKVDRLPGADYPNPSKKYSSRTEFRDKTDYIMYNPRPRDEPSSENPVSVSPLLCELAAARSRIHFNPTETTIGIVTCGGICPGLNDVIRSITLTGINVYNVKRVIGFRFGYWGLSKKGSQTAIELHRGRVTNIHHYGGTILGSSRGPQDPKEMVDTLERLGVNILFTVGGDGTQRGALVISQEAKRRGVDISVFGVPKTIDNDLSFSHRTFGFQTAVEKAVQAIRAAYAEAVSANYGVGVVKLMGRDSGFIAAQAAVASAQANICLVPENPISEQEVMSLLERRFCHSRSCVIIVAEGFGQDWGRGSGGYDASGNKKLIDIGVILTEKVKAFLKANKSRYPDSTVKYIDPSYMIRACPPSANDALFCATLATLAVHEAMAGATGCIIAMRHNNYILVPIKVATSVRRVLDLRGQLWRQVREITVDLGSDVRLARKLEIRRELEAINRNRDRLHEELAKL
#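 Luminescent ADP detection (ADP-Glo, two-step: ATP depletion then ADP-to-ATP conversion for luciferase) reported PFK activity after 45 min room-temperature reaction of 1.25 nM enzyme with 0.5 mM F6P and 0.1 mM ATP at pH 8.0.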
# Numbers without * were called inactive; ? = inconclusive; . = no result given; [ ] = another dose, or the depositor's remark. Unless noted, calls follow the shape of the dose curve; as a rule, active = well fitted curve in the direction sought with a large enough effect; inconclusive = small, poorly fitted or top-dose-only effect, or another doubt; inactive = no such curve, though single readings can be large; an effect the other way counts as inactive or inconclusive.
mol,TSHR antagonist,ELG1 DNA repair,TCR activator,Tb PFK block,S-ASM inh,Mito fusion yeast,PTAP TSG101 blk,Eya2 phos inh,AT treatment,a7 integrin act,Chronic BCR inh
COc1cccc(CN2CCN(c3ncccn3)CC2)c1OC,-7,-3%,-3%,-6%,-1%,-2%,-5%,5%,2%,-27%,-4%
Cc1cccc(NC(=S)NC2CCSc3ccccc32)c1 (stereo not given),5,-10%,0%,1%,-4%,-9%,2%,-5%,29%,-35%,-2%
CN(CC(=O)Nc1ccc(Cl)c(S(=O)(=O)N2CCOCC2)c1)C(=O)c1ccc(C#N)cc1,-1,?,-2%,-6%,0%,-3%,-2%,6%,2%,-18%,0%
COc1ccc(OC)c(S(=O)(=O)n2cnc3ccccc32)c1,14,?,-7%,2%,-1%,1%,-5%,-6%,11%,1%,-8%
CC(C)C[C@H](NC(=O)c1nc[nH]c1C(=O)NC(c1ccccc1)c1ccccc1)C(=O)OCc1ccccc1,-14,0%,5%,4%,-6%,-3%,-5%,9%,2%,-7%,?
CC(C)[C@H](NS(=O)(=O)c1ccccc1)C(=O)OCC(=O)Nc1ccc2c(c1)OCO2,2,-1%,-5%[46.1 µM],-3%,0%,1%,-1%,-14%,-2%,13%,0%
Cc1cccc(-n2cc(C#N)c(=O)[nH]c2=O)n1,-1,-5%,-2%[46.1 µM],0%,1%,-5%,2%,-6%,0%,6%,-1%
CCN=c1scc(-c2ccc(F)cc2)n1/N=C/c1ccccn1,-23,?,1%,0%,10%,16%,-5%,11%,-5%,-4%,?
O=c1[nH]c(CN2CCN(c3ccc([N+](=O)[O-])cc3)CC2)nc2ccsc12,-18,?,2%,-7%,-5%,6%,-2%,16%,-6%,12%,1%
COc1ccccc1NC(=O)COc1coc(CN2CCN(c3ccccc3)CC2)cc1=O,10,-11%,-1%,14%,.,6%,-3%,2%,-2%,-6%,?
Cc1cc2cc(C)c3nnc(SCC(=O)NCc4ccco4)n3c2cc1C,-6,-20%,-2%,-8%,-5%,-1%,0%,7%,-1%,5%,5%
CCCCCOc1ccc(C2C(C(=O)c3ccc(C)o3)=C(O)C(=O)N2c2cc(C)on2)cc1 (stereo not given),-13,-2%,-1%,-4%,4%,6%,-9%,-1%,1%,-19%,-6%
Cc1ccc(Cn2ccc(NC(=O)c3cc4nc5c(c(C(F)(F)F)n4n3)CCc3ccccc3-5)n2)cc1,44,-13%,.,0%,.,0%,.,8%,3%,.,2%
O=C(C1CCCN(S(=O)(=O)c2ccc(F)cc2)C1)N1CCCCC1 (stereo not given),-15,15%,9%,-1%,-1%,-2%,-5%,-1%,16%,-4%,5%
CC1Sc2ccc(S(=O)(=O)NCCc3ccc(Cl)cc3)cc2NC1=O (stereo not given),-14,5%,-6%,2%,-7%,3%,-6%,-1%,-2%,-12%,?
OCCSc1nncn1/N=C/c1c[nH]c2ccccc12,-11,?,3%,1%,0%,0%,-2%,4%,9%,-8%,-8%
Cc1ccc(S(=O)(=O)N2CCOCC2)cc1NC(=O)CSc1nc2ccccc2c(=O)n1Cc1ccccc1,0,-28%,5%[46.1 µM],4%,2%,3%,-2%,1%,0%,-16%,-1%
O=C(CCCN1C(=O)/C(=C/c2ccccc2)SC1=S)Nc1cccc(O)c1,-15,?,-7%,-8%,-17%,6%,2%,0%,-20%,-40%[inhibitor],?
CN(C)CCCN(C(=O)c1cc(-c2cccs2)nc2ccccc12)c1nc2c(F)cccc2s1,2,-18%,0%,0%,-4%,-21%,-2%,-6%,-1%,-71%[inhibitor],-14%
Cc1ccccc1-n1c(=S)[nH]c2nc3c(cc2c1=O)COC(C)(C)C3,1,7%,2%,-16%,7%,1%,-12%,16%,-4%,0%,-3%
CCOC(=O)c1c(NC(=O)/C=C/C(=O)O)sc(C)c1-c1ccc(C(C)(C)C)cc1,?,12µM*,4%,-6%,26%,24%,-10%,-6%,?,-20%,?
COc1cccc(/C=N/Nc2ncnc3c2[nH]c2ccc(C)cc23)c1OC,-9,20%,6%,1%,28%,1%,-3%,9%,0%,-11%,-2%
CCC(C(=O)NCc1cccc(C)c1)n1nc(C)c2c(C)n(-c3ccccc3)nc2c1=O (stereo not given),-10,-16%,1%,1%,-1%,-5%,-5%,-14%,2%,?,1%
Cc1oc(S(=O)(=O)N2CCCCC2)cc1NC(=O)Nc1ccccc1,-5,2%,0%,-2%,-1%,1%,-2%,-4%,-2%,5%,2%
C/C(N)=C(/C#N)C(=O)COC(=O)COc1ccc(Cl)cc1C,8,5%,-7%,-7%,0%,3%,-3%,21%,-5%,16%,27%
COc1ccc(Cc2nn3c(-c4ccccc4OC)nnc3s2)cc1,-9,-14%,-2%,14%,-2%,7%,2%,0%,-8%,5%,-13%
Cc1c(NC(=S)Nc2ccc(Cl)cc2)c(=O)n(-c2ccccc2)n1C,1,-6%,4%,0%,3%,-2%,-8%,-5%,-2%,14%,4%
COC(=O)c1ccccc1NC(=O)N1CCc2ccc(NC(=O)c3ccccn3)cc2C1,10,-12%,0%,-5%,-1%,-1%,0%,-8%,15%,-18%,10%
Cc1ccc(C)c(CSC2=NN3CCCC(=O)N=C3S2)c1,-10,-7%,0%,0%,-1%,10%,-12%,-17%,-7%,18%,2%
CCOC(=O)Cc1cc(=O)n2[nH]c(-c3ccc(Cl)cc3)cc2n1,-7,0%,-6%,6%,0%,1%,-4%,20%,.,-4%,?
c1ccc(Cc2ccc(OCCn3ccnc3)cc2)cc1,-24,?,-1%,-18%,-1%,0%,-1%,-7%,-4%,-59%[inhibitor],0%
O=C(NCCCn1ccnc1)/C(=C\c1cccnc1)NC(=O)c1cccc(Br)c1,-8,6%,2%[46.1 µM],0%,-5%,-1%,-2%,5%,-3%,28%,-1%
CCN(CCO)Cc1csc2c(Br)cccc12,-10,-4%,-8%,-22%,0%,0%,-1%,0%,-9%,12%,-12%
CCCNC(=O)Cn1cnc2sc(C(=O)NCCN(CC)CC)c(C)c2c1=O,-4,14%,-5%,-3%,5%,2%,-4%,5%,-1%,-6%,-2%
CCC(C)(C)NS(=O)(=O)c1cc(CN2C(=O)c3cccnc3C2=O)ccc1OC,24,14%,-7%,-3%,-4%,6%,-1%,4%,1%,38%,5%
CC(=O)c1c(C)n(-c2ccccc2)c2ccc(OCC(O)CN3CCOCC3)cc12 (stereo not given),-1,-6%,1%,1%,0%,2%,-3%,10%,2%,-14%,-13%
O=C(Nc1ccc(CN2CCOCC2)cc1)c1ccc(Cl)cc1,-1,?,-2%,2%,3%,5%,-3%,-5%,3%,-9%,-5%
N#Cc1nc(-c2cccc(Cl)c2)oc1N1CCC(C(N)=O)CC1,-4,1%,0%,0%,38%,-8%,-1%,2%,-1%,5%,1%
Cc1occc1C(=O)Nc1cccc(Cn2cccn2)c1,-7,0%,14%,5%,-2%,-3%,-1%,3%,4%,0%,-3%
Cc1ccc(-c2cc(C(=O)NCc3ccccn3)c3ccccc3n2)cc1C,-11,?,6%,-20%,-2%,7%,-2%,0%,3%,13%,4%
O=C(COC(=O)c1ccc(Br)o1)NCC1CCCCC1,-5,8%,7%,-1%,3%,.,1%,-10%,15%,26%,-5%
Cc1ccc2c(c1)sc1nc(=O)n(-c3ccccc3)c(=O)n12,-2,?,-2%,2%,0%,17%,-6%,-5%,-2%,37%,?
CC1=C(C(=O)OCc2ccccc2)C(c2ccsc2)NC(=O)N1C (stereo not given),-2,?,2%,-1%,-1%,17%,-4%,-8%,1%,?,?
Cn1cnc(S(=O)(=O)Nc2ccc(C(F)(F)F)cc2)c1,3,0%,-13%,6%,-1%,-1%,-1%,-28%,2%,8%,12%
COc1cc(N)c(Cl)cc1C(=O)OCC(=O)N1c2ccccc2NC(=O)C1(C)C,-8,?,1%,-4%,-2%,.,1%,5%,-4%,-3%,1%
